# Screening results (PubChem)
# ELG1 DNA repair: qHTS screen for small molecules that inhibit ELG1-dependent DNA repair in human embryonic kidney (HEK293T) cells expressing luciferase-tagged ELG1. AID 504467, 2011. HEK293T ELG1-luciferase reporter, luminescence, 16 h; DNA damage induced by 5-fluorouridine. Potency, µM (highest dose often 46.1 µM), for inactives: at the highest dose activity change, negative = inhibition, hits mostly inhibitors. 330,000 tested, 2.3% active; also: potency is read from the fitted curve at half-maximal effect; % is scaled to controls: 0 for no effect and ±100 for the full control effect; nearly all actives have a fitted effect of over 55% in size
#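 In this reporter screen, reduction of luminescence relative to DMSO vehicle indicated activity. Compounds and 5-fluorouridine were added together to 2,000 cells per well, incubated for 16 hr at 37 °C, then developed with ONE-Glo.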
# hERG WT inh: qHTS for Inhibitors of KCHN2 3.1: Wildtype qHTS; Voltage-gated inwardly rectifying potassium channel KCNH2 (Homo sapiens), Q12809; U2OS, BacMam KCNH2, thallium flux FluxOr; stronger effect = lower value; activity change, % at 1.84 µM; 340,000 tested, 0.37% active; AID 720551, 2013;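 active = maximum activity change below -70%; inconclusive = maximum activity change between -70% and -50%; inactive = maximum activity change above -50%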; also: % is scaled to controls: 0 for no effect and ±100 for the full control effect
# Target sequence (Q12809 whole entry, looked up): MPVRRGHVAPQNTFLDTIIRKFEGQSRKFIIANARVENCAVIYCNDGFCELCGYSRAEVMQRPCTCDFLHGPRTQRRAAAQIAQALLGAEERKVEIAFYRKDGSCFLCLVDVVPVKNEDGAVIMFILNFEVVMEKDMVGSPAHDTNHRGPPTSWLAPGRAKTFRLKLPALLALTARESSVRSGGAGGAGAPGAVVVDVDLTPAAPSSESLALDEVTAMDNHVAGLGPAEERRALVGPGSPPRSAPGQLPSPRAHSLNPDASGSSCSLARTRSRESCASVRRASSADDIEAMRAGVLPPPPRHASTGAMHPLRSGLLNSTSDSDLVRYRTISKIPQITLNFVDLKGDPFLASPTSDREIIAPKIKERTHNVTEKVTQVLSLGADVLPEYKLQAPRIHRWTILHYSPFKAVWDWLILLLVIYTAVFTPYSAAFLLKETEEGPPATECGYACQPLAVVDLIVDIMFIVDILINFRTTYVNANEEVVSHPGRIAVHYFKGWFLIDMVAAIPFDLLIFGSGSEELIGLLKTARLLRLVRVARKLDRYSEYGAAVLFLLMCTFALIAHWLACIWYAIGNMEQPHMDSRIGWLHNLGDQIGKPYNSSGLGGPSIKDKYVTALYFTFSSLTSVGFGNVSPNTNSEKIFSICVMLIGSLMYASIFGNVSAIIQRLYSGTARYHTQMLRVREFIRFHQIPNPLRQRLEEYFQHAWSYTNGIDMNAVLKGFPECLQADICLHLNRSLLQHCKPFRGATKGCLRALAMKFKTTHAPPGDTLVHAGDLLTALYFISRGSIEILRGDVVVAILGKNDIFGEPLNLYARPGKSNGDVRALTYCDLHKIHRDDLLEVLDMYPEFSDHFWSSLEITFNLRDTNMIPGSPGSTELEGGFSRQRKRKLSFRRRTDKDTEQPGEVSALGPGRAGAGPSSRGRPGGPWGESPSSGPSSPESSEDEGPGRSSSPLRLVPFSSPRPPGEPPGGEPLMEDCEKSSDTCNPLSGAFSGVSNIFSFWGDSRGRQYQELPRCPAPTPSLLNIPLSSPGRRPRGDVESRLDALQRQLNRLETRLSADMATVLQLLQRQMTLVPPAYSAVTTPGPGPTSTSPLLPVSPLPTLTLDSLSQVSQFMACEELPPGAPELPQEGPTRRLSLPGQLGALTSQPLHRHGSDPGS
#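 U2OS cells transduced with wild-type KCNH2 virus are loaded with FluxOr dye for 45 min, and thallium flux is measured in kinetic reads before and after stimulation buffer. Rate constants are normalized to DMSO controls.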
# Mito fusion yeast: qHTS Assay for Small Molecule Inhibitors of Mitochondrial Division or Activators of Mitochondrial Fusion; S. cerevisiae fusion-defective mutant growth rescue, CellTiterGlo 48 h; Potency, µM (highest dose often 46.1 µM), for the others: at the top dose growth rescue (activation), hits mostly activators; 320,000 tested, 0.23% active; AID 485298, 2010;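 also: potency is read from the fitted curve at half-maximal effect; % of control where 0% means no effect; nearly all actives have a fitted effect of over 45% in size; temperature-sensitive fusion mutants such as fzo1-1 at 37 °C on non-fermentable ethanol glycerol medium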
#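 Compounds are tested for their ability to restore growth of mitochondrial fusion-defective yeast strains at non-permissive 37C in YPEG medium over 48 hours. Viability is quantified by luciferase luminescence.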
# USP2a inh: qHTS Assay for Inhibitors of Ubiquitin-specific Protease USP2a Using CHOP2 as the Reporter; Potency, µM (top dose mostly 38.3 µM), for inactives: at the highest dose activity change, negative = inhibition, most hits filed as inhibitors; 330,000 tested, 0.01% active; Ubiquitin carboxyl-terminal hydrolase 2 (Homo sapiens), O75604; AID 463254, 2010; USP2 core, Ub-CHOP2 coupled fluorogenic reporter, 485/531;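 also: potency is read from the fitted curve at half-maximal effect; plate controls were DMSO wells for no effect and full inhibition by NEM control for full effect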
#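 Cell-free coupled assay: 10nM USP2 core preincubated 30min RT with compound in Tris-HCl pH 8.0/CaCl2/CHAPS buffer, then 25nM Ub-CHOP2 and 25nM reporter substrate; fluorescence (Ex 485/Em 531) read after 60min RT, normalized to NEM inhibition, concentration-response curves fitted.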
# A-T KAP1 phos: qHTS Assay for Identifying a Potential Treatment of Ataxia-Telangiectasia; […] A-T fibroblasts, KAP-1 phosphorylation AlphaLISA; neocarzinostatin DNA damage 30 min before lysis; Potency, µM (highest dose often 57.5 µM), for inactives: top-dose activation, actives largely listed as activators; 320,000 tested, 0.19% active; AID 485349, 2010; also: potency is read from the fitted curve at half-maximal effect; % of control where 0% means no effect; nearly all actives have a fitted effect of over 45% in size
#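 hTERT-immortalized A-T patient fibroblasts ([…]), 500 cells/well in OPTI-MEM, 1% FBS, got compounds for 60 min, then NCS for 30 min at 37C. Lysates were then assayed for phospho-KAP-1 by AlphaLISA (anti-pKAP1 donor, anti-KAP1 acceptor beads), 6 hr at 25C.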
# TRPV1 ag: HTS Assay for Compounds that Act as Agonists of the Vanilloid Receptor 1 | AID 540275, 2011 | 320,000 tested, 0.19% active | Transient receptor potential cation channel subfamily V member 1 (Homo sapiens), Q8NER1 | TRPV1-expressing cells, Fluo-8 calcium influx, agonist mode | activation, % at 8.33 µM; in the data active = activation above about 80%; inconclusive = between about 30% and that limit; also: 0% is about no effect
#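 TRPV1-expressing cells were cultured overnight at 35.5C and loaded with Fluo-8 calcium dye for 40 to 90 min at room temperature. After a 10 s baseline, compound was added and calcium influx was read kinetically for 3 min (ex 480/em 520 nm).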
# TSHR antag: Antagonists of the Thyroid Stimulating Hormone Receptor: HTS campaign; Thyrotropin receptor (Homo sapiens), P16473; TSHR-expressing cells, TSH-stimulated cAMP HTRF, 2 h; stronger effect = lower value; activity change, negative = inhibition, % at 11.5 µM; 330,000 tested, 0.2% active; AID 504810, 2011;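 active = activity change below a set negative limit, meaning inhibition stronger than a set level, cut at about -70% in these data; inconclusive = activity change between two set negative limits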; also: % is scaled to controls: 0 for no effect and ±100 for the full control effect
#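 Competitive HTRF cAMP read-out (cryptate anti-cAMP antibody, cAMP-d2; 30 min, room temperature) in freshly harvested TSHR cells. Compounds added before TSH at EC80 (4nM final), followed by 2 hours' incubation at 37 deg C.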
# Eya2 phos inh: qHTS Assay for Inhibitors of the Phosphatase Activity of Eya2 | Protein phosphatase EYA2 (Homo sapiens), O00167 | recombinant Eya2, OMFP fluorescence dephosphorylation (OMFP is methylfluorescein phosphate) | Potency, µM (doses to about 76.9 µM), for the others: at the top dose activity, negative = inhibition, usual class: inhibitors | 330,000 tested, 0.006% active | AID 488837, 2010; also: potency is read from the fitted curve at half-maximal effect; % is scaled to controls: 0 for no effect and ±100 for the full control effect
#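 Eya2 (0.2 uM) preincubated 10 min at ambient with compound, then OMFP substrate added at 50 uM; 10 min reaction in 50 mM HEPES pH 7.5, 50 mM NaCl, 5 uM MgCl2, 0.05% BSA, 1 mM DTT. Fluorescence read at Ex 485/Em 525 nm.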
# KCNH2 3.1 block: qHTS for Inhibitors of KCHN2 3.1: Mutant qHTS; U2OS KCNH2 3.1, thallium flux FluxOr; stronger effect = lower value; activity change, % (tested at about 1.8 µM); 340,000 tested, 0.95% active;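 active = maximum activity change below -70%; inconclusive = maximum activity change from -70% to -50%; inactive = maximum activity change above -50%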;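 also: thallium influx rate constant from kinetic fluorescence after stimulation buffer; % is scaled to controls: 0 for no effect and ±100 for the full control effect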
#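 FluxOr-based Tl+ influx in U2OS cells transduced with KCNH2 3.1 virus; rate constants normalized to DMSO controls.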
# TCR activator: Activators of T cell receptors: qHTS campaign; primary human leukocytes, anti-CD3, IL-2 HTRF, 48 h; Potency, µM (highest dose often 9.22 µM), inactives show at the top dose activation of IL-2 secretion, most hits filed as activators; 330,000 tested, under 10 active; also: % of control where 0% means no effect
#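 Primary human leukocytes incubated 48 hr with anti-CD3 beads plus compound, without co-stimulation. Secreted IL-2 measured by HTRF (europium cryptate/d2 anti-IL-2 pair, 320 nm excitation, 665 nm emission).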
# An asterisk follows results filed as active; ? = inconclusive; . = not tested or not shown; [ ] = dose if it differs, or a comment. Unless noted, calls follow the shape of the dose curve; as a rule, active = well fitted curve in the direction sought with a large enough effect; inconclusive = small, poorly fitted or top-dose-only effect, or another doubt; inactive = no such curve, though single readings can be large; an effect the other way counts as inactive or inconclusive.
structure,ELG1 DNA repair,hERG WT inh,Mito fusion yeast,USP2a inh,A-T KAP1 phos,TRPV1 ag,TSHR antag,Eya2 phos inh,KCNH2 3.1 block,TCR activator
CNC(=O)CN(C)S(=O)(=O)c1ccc(F)cc1,5%,6,1%,3%,4%,2,-6,7%,11,.
COc1ccc(CNC(=O)CN(C)Cc2ccc(C(C)(C)C)cc2)cc1,?,15,-7%,0%,-11%,?,1,-14%,0,-13%
CN(CC(=O)Nc1cccc(F)c1)C(=O)c1ccc(-n2cncn2)c([N+](=O)[O-])c1,3%,-5,0%,2%,-5%,1,3,12%,0,-17%
C[C@H](CO)N1C[C@H](C)[C@@H](CN(C)S(=O)(=O)c2ccc(F)cc2)Oc2ccc(NC(=O)CCC(F)(F)F)cc2C1=O,15%,-3,.,5%,-1%,.,2,14%,7,-2%
O=C(ON=C1CCN(S(=O)(=O)c2ccccc2)CC1)c1ccc(Cl)cc1,-15%,8,?,-2%,-1%,24,-8,-26%,-10,6%[46.1 µM]
COc1cc(NC(=O)c2ccccc2)c(OC)cc1NC(=O)CN1C(=O)NC2(CCCCC2)C1=O,-18%,-3,-4%,2%,2%,-1,-7,0%,-4,-13%
NS(=O)(=O)c1ccc(CNC(=O)c2ccc(C(=O)c3ccccc3)cc2)cc1,-10%,-2,.,-1%,31%,.,-2,-1%,27,-7%
COc1ccc(S(=O)(=O)N2CCCCC2)cc1NC(=O)CCNC(=O)c1ccc(Cl)cc1,8%,0,.,0%,-2%,.,-12,-2%,15,0%
COc1cc(NC(=O)CCCNC(=O)c2ccc(Cl)cc2)cc(OC)c1OC,20%,6,11%,3%,3%,-1,-3,-8%,-17,-4%
Cc1ccc(NC(=O)NC2CCN(S(=O)(=O)c3ccc(F)cc3)CC2)cc1,?,-9,3%,1%,-3%,-1,19,-3%,4,7%[46.1 µM]
Cc1[nH]c2ccccc2c1C(=O)NS(=O)(=O)Nc1ccc(F)cc1,-8%,2,6%,-2%,3%,1,9,7%,2,-3%
CCCn1c(SC(C)C(=O)O)nc2ccccc21 (configuration not stated),14%,-10,-1%,0%,-3%,4,8,-4%,-8,-2%
CSc1ccccc1NC(=O)COC(=O)c1ccccc1O,-9%,8,1%,1%,7%,17,-9,6%,3,5%
CS(=O)(=O)Nc1ccc(Cc2ccc(NS(C)(=O)=O)cc2)cc1,-4%,0,-4%,1%,-1%,0,-3,2%,5,-1%
O=C(Nc1cccs1)NC1CCCC1,1%,-2,3%,2%,.,0,5,-2%,2,3%
Brc1cccc(OCCN2CCOCC2)c1,18%,0,-1%,0%,0%,1,5,-5%,3,-5%
CC1CC(C)CN(CCCNC(=O)c2ccc(CNS(=O)(=O)c3ccc(F)cc3)cc2)C1 (configuration not stated),7%,14,1%,2%,0%,2,33,3%,-2,11%
CCOC(=O)/C=C/C(=O)OCC(=O)Nc1ccc(OC)c(Cl)c1,0%,-9,-14%,3%,-3%,0,17,3%,9,0%[46.1 µM]
Cc1ccc(Cn2nnc3c(=O)[nH]c(C4CCN(S(=O)(=O)Cc5ccccc5)CC4)nc32)cc1,15µM*,-6,-4%,?,?,-1,14,?,3,-5%
CCN1CCN(c2cc(C)c3cc(NC(=S)N4CCC5(CC4)OCCO5)ccc3n2)CC1,0%,-16,-1%,-2%,3%,3,0,-16%,4,6%

# Arranged by molar mass (falling): 6 of the compounds above.
structure,ELG1 DNA repair,hERG WT inh,Mito fusion yeast,USP2a inh,A-T KAP1 phos,TRPV1 ag,TSHR antag,Eya2 phos inh,KCNH2 3.1 block,TCR activator
COc1ccc(S(=O)(=O)N2CCCCC2)cc1NC(=O)CCNC(=O)c1ccc(Cl)cc1,8%,0,.,0%,-2%,.,-12,-2%,15,0%
Cc1ccc(Cn2nnc3c(=O)[nH]c(C4CCN(S(=O)(=O)Cc5ccccc5)CC4)nc32)cc1,15µM*,-6,-4%,?,?,-1,14,?,3,-5%
CC1CC(C)CN(CCCNC(=O)c2ccc(CNS(=O)(=O)c3ccc(F)cc3)cc2)C1 (configuration not stated),7%,14,1%,2%,0%,2,33,3%,-2,11%
NS(=O)(=O)c1ccc(CNC(=O)c2ccc(C(=O)c3ccccc3)cc2)cc1,-10%,-2,.,-1%,31%,.,-2,-1%,27,-7%
CSc1ccccc1NC(=O)COC(=O)c1ccccc1O,-9%,8,1%,1%,7%,17,-9,6%,3,5%
Brc1cccc(OCCN2CCOCC2)c1,18%,0,-1%,0%,0%,1,5,-5%,3,-5%

# (list continues)
structure,ELG1 DNA repair,hERG WT inh,Mito fusion yeast,USP2a inh,A-T KAP1 phos,TRPV1 ag,TSHR antag,Eya2 phos inh,KCNH2 3.1 block,TCR activator
CC1(C)CC(=O)C/C(=N\NC(=O)C2CC2c2ccccc2)C1 (configuration not stated),-17%,3,-2%,2%,10%,8,12,2%,4,5%
C[C@@H](NC(=O)[C@@H]1Cc2ccccc2CN1)C(=O)NCc1ccco1,-1%,12,3%,5%,21%,-1,-7,-4%,3,-2%
Cc1ccc(-c2nc(NCc3ccco3)n(S(C)(=O)=O)n2)cc1,?,-2,1%,1%,0%,4,-5,5%,5,0%
Cc1cc(Oc2ccc(=O)n(C)n2)nc(=S)[nH]1,4%,.,0%,4%,3%,-3,4,8%,.,.
CCOc1ccc(N(CC(=O)Nc2ccc3c(c2)OCCO3)S(=O)(=O)c2c(C)noc2C)cc1,?,-1,-2%,-1%,27%,.,-16,-6%,-12,4%
C(=C\c1ccccn1)/c1ccccn1,?,-3,8%,-2%,?,-11,20,19%,8,-5%
Cc1nnc(SCc2nc3sc4c(c3c(=O)[nH]2)CCCC4)n(N)c1=O,21%,27,1%,0%,-2%,2,4,2%,-5,8%
O=S1(=O)CCN=C2SC3=C(CCCC3)N21,10%,-9,-2%,0%,-5%,0,-6,0%,-5,-7%
O=S(=O)(Nc1cccc(Br)c1)c1cccc2nsnc12,-21%,11,5%,-1%,-6%,8,-6,11%,6,.
CS(=O)(=O)c1ccc(Cl)c(NC(=O)CSc2n[nH]c(-c3cccs3)n2)c1,-11%,.,0%,1%,6%,-2,-16,8%,3,-1%
O=S(=O)(c1ccc(S(=O)(=O)N2CCCN(Cc3ccccc3)C2)cc1)N1CCCCCC1,0%,2,-15%,0%,5%,20,-2,1%,-10,.
CC1CCN(c2nc3ccc(C(=O)O)cc3s2)CC1,.,25,-21%,1%,-9%,0,-3,-33%,4,-4%
Cc1cccc(OCCn2nnc3ccccc32)c1C,?,-6,-2%,-1%,18%,19,-32,1%,17,-1%
COc1ccc(NC(=O)C(C/C=C(/C)Cl)C(C)=O)cc1 (configuration not stated),1%,4,8%,2%,1%,7,-6,1%,-13,4%[46.1 µM]
Cc1ccc(NC(=O)C2CCCO2)cc1[N+](=O)[O-] (configuration not stated),?,-2,0%,2%,-1%,2,14,-5%,.,-4%[46.1 µM]
Nc1nc(-c2ccc(Cl)cc2)c(S(=O)(=O)c2ccccc2)s1,?,-14,7%,0%,15%,4,-16,-8%,15,1%
COc1ccc(Nc2nc(N3CCCC3)nc3ccccc23)c(OC)c1,?,10,-3%,3%,-2%,6,-3,-2%,-16,.
O=C(Cn1cnc2ccccc21)c1ccc(Br)cc1,-1%,-17,0%,6%,-4%,7,-4,5%,-1,4%

# This is a subset; rates above refer to the full screens.
